From PubChem BioAssay
CHT inh: inhibits the human high affinity choline transporter; CHT-expressing cells, membrane potential dye, choline response; active compounds read low; B-score at 10 µM; 0.86% of 310,000 active;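 active = B-score over 3 SD under the library average, and starting fluorescence ratio not unusually high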;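 also: choline stimulus applied at its EC90 after an EC20 pre-addition; B-score computed on integrated fluorescence ratio after choline addition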
Target sequence (Q9GZV3 whole entry, looked up): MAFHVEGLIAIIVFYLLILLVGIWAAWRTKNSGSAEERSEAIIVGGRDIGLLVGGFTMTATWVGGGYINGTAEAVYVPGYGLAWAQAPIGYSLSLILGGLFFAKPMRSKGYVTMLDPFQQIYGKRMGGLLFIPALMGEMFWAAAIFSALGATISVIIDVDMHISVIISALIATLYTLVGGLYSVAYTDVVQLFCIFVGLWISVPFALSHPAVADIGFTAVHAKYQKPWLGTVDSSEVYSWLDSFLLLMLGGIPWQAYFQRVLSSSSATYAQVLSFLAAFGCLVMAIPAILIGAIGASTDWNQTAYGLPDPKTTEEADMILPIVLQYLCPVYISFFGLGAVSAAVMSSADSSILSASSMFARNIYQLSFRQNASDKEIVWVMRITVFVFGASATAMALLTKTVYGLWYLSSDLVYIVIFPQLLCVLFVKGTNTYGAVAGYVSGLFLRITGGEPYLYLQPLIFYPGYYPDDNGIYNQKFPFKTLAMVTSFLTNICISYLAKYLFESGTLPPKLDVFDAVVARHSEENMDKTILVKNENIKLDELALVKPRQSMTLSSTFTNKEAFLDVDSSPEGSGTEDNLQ
CHT allo act: human CHT allosteric activation; Q9GZV3; CHT-expressing cells, membrane potential dye, choline EC20; active compounds read high; LV-AA mutant CHT in HEK293 cells; B-score at 10 µM; 0.49% of 310,000 active; AID 488977;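 active = initial fluorescence not abnormally high and integrated response B-score, plate-corrected, over 3 SD above library mean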
STK33 kinase inh: inhibitors of human STK33 kinase | Q9BYT3 | purified STK33, MBP phosphorylation, ADP-Glo luminescence | inhibition, % at 10 µM | 0.073% of 320,000 active | AID 2661;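 active = inhibition at or above 25%, using the most active replicate where run in duplicate; inactive = inhibition below 25%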
Target sequence (Q9BYT3 whole entry, looked up): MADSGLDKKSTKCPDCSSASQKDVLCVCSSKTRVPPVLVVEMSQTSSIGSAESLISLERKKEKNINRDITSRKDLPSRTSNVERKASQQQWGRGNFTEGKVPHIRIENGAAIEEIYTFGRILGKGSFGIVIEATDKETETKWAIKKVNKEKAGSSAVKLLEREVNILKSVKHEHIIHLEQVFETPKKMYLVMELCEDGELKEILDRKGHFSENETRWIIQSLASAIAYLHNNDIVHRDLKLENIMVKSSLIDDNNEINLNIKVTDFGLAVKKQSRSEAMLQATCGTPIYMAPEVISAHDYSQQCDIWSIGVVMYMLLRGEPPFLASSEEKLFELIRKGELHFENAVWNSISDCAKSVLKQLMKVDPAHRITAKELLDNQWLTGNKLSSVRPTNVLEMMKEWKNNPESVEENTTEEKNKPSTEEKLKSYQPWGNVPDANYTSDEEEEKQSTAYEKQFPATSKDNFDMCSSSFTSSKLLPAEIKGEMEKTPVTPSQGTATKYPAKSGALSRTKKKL
* marks the source's active call; other numbers are inactive results; i = inactive; . = no result given.

The first 7 compounds, ahead of the listing:
Values in the order: CHT inh	CHT allo act	STK33 kinase inh
1. O=C(c1ccc(Cn2c(=O)[nH]c3ccccc3c2=O)cc1)N1CCN(c2ccc(F)cc2)CC1
    i	i	-1.0
2. COc1cccc(NC(=O)COC(=O)c2nc(Cl)ccc2Cl)c1
    i	i	-1.4
3. Cc1nc(SCc2ccccc2)c2oc3ccccc3c2n1
    i	i	-0.8
4. CCO[C@@H]1OC(C(=O)N2CCN(Cc3ccccc3)CC2)=C[C@H](c2csc3ccccc23)[C@H]1CCCO
    i	i	9.1
5. COc1cccc(CN(C)CC2CCCN(CCc3ccccc3C)C2)c1 (stereo not given)
    i	i	-0.3
6. O=C(NCc1ccccc1)C(c1ccco1)N(C(=O)c1ccccn1)c1ccc(F)cc1 (stereo not given)
    i	i	0.5
7. COc1ccc(-n2nc(C)c3sc(C)nc3c2=O)cc1
    i	i	-1.0

Results, repeating the preview:
Values in the order: CHT inh	CHT allo act	STK33 kinase inh
1. O=C(c1ccc(Cn2c(=O)[nH]c3ccccc3c2=O)cc1)N1CCN(c2ccc(F)cc2)CC1
    i	i	-1.0
2. COc1cccc(NC(=O)COC(=O)c2nc(Cl)ccc2Cl)c1
    i	i	-1.4
3. Cc1nc(SCc2ccccc2)c2oc3ccccc3c2n1
    i	i	-0.8
4. CCO[C@@H]1OC(C(=O)N2CCN(Cc3ccccc3)CC2)=C[C@H](c2csc3ccccc23)[C@H]1CCCO
    i	i	9.1
5. COc1cccc(CN(C)CC2CCCN(CCc3ccccc3C)C2)c1 (stereo not given)
    i	i	-0.3
6. O=C(NCc1ccccc1)C(c1ccco1)N(C(=O)c1ccccn1)c1ccc(F)cc1 (stereo not given)
    i	i	0.5
7. COc1ccc(-n2nc(C)c3sc(C)nc3c2=O)cc1
    i	i	-1.0
8. O=[N+]([O-])c1ccccc1CN1CCN(Cc2ccc3ccccc3c2)CC1
    i	i	-3.2
9. O=C(c1ccc2c3n(nc2c1)-c1ccccc1CO3)N1CCOCC1
    i	i	43*
10. OC(CN1CCOCC1)C12CC3CC(CC(C3)C1)C2 (stereo not given)
    i	i	-3.3
11. COc1ccc(C(C(=O)NC2CCCC2)N(C(=O)c2ccoc2C)c2ccc(C)c(C)c2)cc1 (stereo not given)
    i	i	-1.7
12. O=C(CSc1nnc(Cc2ccccc2)o1)Nc1ccc2c(c1)OCO2
    i	i	0.7
13. O=C(CN1C(=O)NC2(CCCCC2)C1=O)N1CCN(S(=O)(=O)c2cccc(F)c2)CC1
    i	i	-0.7
14. Clc1ccc(OCc2nc(-c3ccccn3)no2)c(Br)c1
    i	i	-3.6
15. Cc1ccccc1C(=O)Nc1c2c(nn1C(C)(C)C)CS(=O)(=O)C2
    i	i	-1.5
16. CC(Cl)C(=O)c1ccc2c(c1)CCN2C(=O)C1CC1 (stereo not given)
    i	i	0.4
17. CCN(CC)CCOc1ncnc2c1oc1ccccc12
    i	i	0.4
18. Cc1nc(C)c(C(=O)Nc2cccc(C)c2C)o1
    i	i	.
19. C[C@@H](Oc1ccccc1)c1nnn(Cc2ccccc2)c1-c1c([C@@H](C)Oc2ccccc2)nnn1Cc1ccccc1
    i	i	-1.6
20. CN(C)CC#CCC(O)(c1ccccc1)C1CCCCC1 (stereo not given)
    i	i	-1.3
21. Cc1ccc(-c2c(C(=O)NNC(=S)NCC3CCCO3)csc2C)cc1 (stereo not given)
    i	i	0.6
22. CCOc1ccc(NC(=O)CSc2nnc(Cn3c(=O)sc4ccccc43)n2C)cc1
    i	i	-1.0
23. O=C(Nc1nccs1)NC1CCCCC1
    i	i	-1.8
24. COc1ccc2c(c1)c(CC(=O)Nc1ccc(C)cc1)c(C)n2C(=O)c1ccc(Cl)cc1
    i	i	1.9
25. Cc1c(Cl)c([N+](=O)[O-])nn1Cc1ccc(C(=O)Nc2ccc(Cl)cn2)o1
    i	i	0.3
26. O=C(NCc1ccc(F)cc1)C(c1ccccc1)N(CC1CCCO1)C(=O)Cn1nnc2ccccc21 (stereo not given)
    i	i	-3.5
27. CN(c1ccc(F)cc1)S(=O)(=O)c1ccc(Cl)c(C(=O)Nc2ccncc2)c1
    i	i	-0.5
28. CCC(COC(=O)Nc1cccc(C)c1C)NC(=O)OCC(C)C (stereo not given)
    i	i	-1.0
29. CCn1nnnc1NCc1cccn1C
    i	i	-0.5
30. CC(NC(=O)COc1cccnc1[N+](=O)[O-])c1ccc(F)cc1 (stereo not given)
    i	i	-0.8
31. CS(=O)(=O)Nc1ccc(-c2cc(/C=C3\SC(N)=NC3=O)c[nH]c2=O)cc1
    i	i	39*
32. COC(=O)c1cccc(NC(=O)CCNC(=O)c2ccco2)c1
    i	i	0.1
33. Cc1ccc(SCc2nnc(N)s2)cc1
    i	i	-1.5
34. CC(=O)c1ccccc1NC(=O)COC(=O)c1ccccc1NC(=O)c1ccccc1
    i	i	1.0
35. COc1ccc(CCNC(=O)C(=O)NCC2OCCN2S(=O)(=O)c2ccc(OC)cc2)cc1 (stereo not given)
    i	i	-0.7
36. Cc1cccc2[nH]c(SCC(=O)N3CCOCC3)nc12
    i	i	-0.5
37. CC(C)(C)S(=O)(=O)c1cnc2c(-c3ccc(Cl)cc3)cnn2c1N
    i	i	-2.9
38. O=C(NCC1CCCO1)c1ccc(CS(=O)(=O)Cc2ccc(F)cc2)o1 (stereo not given)
    i	i	-0.2
39. CC(=O)c1ccc(S(=O)(=O)Nc2ccc(N3CCOCC3)cc2)cc1
    i	i	-0.6
40. CCc1c(C)sc(NC(=O)c2ccco2)c1C(=O)N1CCOCC1
    i	i	-1.9
41. OCCN1CCN(CC/C=C2/c3ccccc3Sc3ccc(Cl)cc32)CC1
    i	i	0.5
42. COc1ccc(C2C(CC(=O)O)=C(Nc3ccccc3)C(=O)N2c2ccccc2)cc1 (stereo not given)
    i	i	1.3
43. CC(=O)Nc1ccc(NC(=O)COc2cc(C)cc3oc(=O)cc(C)c23)cc1
    i	i	0.3
44. CCOc1ccc(CCNC(=O)C2CC(=O)N(Cc3ccc(C)cc3)C2)cc1OCC (stereo not given)
    i	i	-0.5
45. Cc1ccc(NC(=O)CSc2nnc(CCC(=O)O)c(=O)[nH]2)cc1
    i	i	-1.1
46. CNS(=O)(=O)c1ccc2c(c1)NC(=O)C1CCCN21 (stereo not given)
    i	i	0.8
47. C/C(=N\NC(=O)C1(C)CC1(Br)Br)c1cccc(NC(=O)c2ccc(C)o2)c1 (stereo not given)
    i	i	0.5
48. O=C(c1cc(-c2ccc(Br)cc2)on1)N1CCCC1
    i	i	0.2
49. CC(C)(C)c1nnc(N/N=C/c2ccccc2)n(N)c1=O
    i	i	-1.5
50. O=C(NCCO)/C(=C\c1ccco1)NC(=O)c1ccco1
    i	i	-1.1
51. Cc1nn(-c2ccccc2)c2sc(C(=O)N3CCOCC3)cc12
    i	i	-0.3
52. CCc1nnc(NC(=O)c2sc3nc4c(cc3c2N)CCCCC4)s1
    i	i	0.2
53. CC[C@@H](C)[C@@H](C(=O)N1CCN(C(=O)OC(C)(C)C)CC1)n1cc(CCC(=O)O)nn1
    i	i	-0.9
54. Cc1cc(NC(=O)c2ccc(-c3ccccc3F)o2)no1
    i	i	0.0
55. Cc1ccc(C)c(OCC(=O)Nc2ccc3c(c2)OCO3)c1C
    i	i	1.8
56. Cn1c(-c2ccc(F)cc2)cnc1SCC(=O)Nc1ccccc1N1CCOCC1
    i	i	0.5
57. COc1cccc(NC(=O)C2CCC(CNS(=O)(=O)c3cccc4cccnc34)CC2)c1 (stereo not given)
    i	i	-0.4
58. N#CCCN(C(=O)CSc1nc(-c2ccccc2)cn1N)c1ccc(F)cc1
    i	i	-1.9
59. COC(=O)Nc1nc2c(C)cccc2s1
    i	i	-0.4
60. CC1CCCCC1NC(=O)CN1C(=O)COc2ccccc21 (stereo not given)
    i	i	-1.3

Some values from the results shown:
cpd 24 in STK33 kinase inh has 1.9
cpd 50 in STK33 kinase inh has -1.1

More structures follow.
Values in the order: CHT inh	CHT allo act	STK33 kinase inh
61. Cc1[nH]n(-c2ccccc2)c(=O)c1/C=N\NC(=O)C1COc2ccccc2O1 (stereo not given)
    i	i	1.7
62. CCOC(=O)C1CCN(C(=O)c2ccc3c(SCC(=O)O)c4c(nc3c2)CCCC4)CC1
    i	i	-2.3
63. CCC(C(=O)OC)(C(=O)OC)c1ccc([N+](=O)[O-])cc1
    i	i	-1.4
64. O=C(NC1CCCc2c1cnn2-c1cc(F)cc(F)c1)c1ccccn1 (stereo not given)
    i	i	0.2
65. COc1ccc(OC)c(NC(=O)CSc2nc3c(c(=O)n(C)c(=O)n3C)n2C)c1
    i	i	-0.7
66. Cc1ccc(-c2n[nH]c(=S)n2-c2ccccc2)cc1
    i	i	0.1
67. COc1ccc2c(C)cc(SCC(=O)Nc3ccc(Cl)cn3)nc2c1
    i	i	1.0
68. COc1cc(SSc2cc(OC)cc([N+](=O)[O-])c2N)c(N)c([N+](=O)[O-])c1
    i	i	-0.4
69. Cc1c(CNC(=O)c2cnn3c2NC(c2ccc(Br)cc2)CC3C(F)(F)F)cnn1C (stereo not given)
    i	i	-1.9
70. O=C(NC1CCCCC1)c1c2c(nc3ccccc13)CCC2
    i	i	-1.8
71. COc1ccc(OC)c(S(=O)(=O)N2CCN3CCCC3C2)c1 (stereo not given)
    i	i	0.3
72. Cc1ccc(C2(O)CN(c3ccccc3)C3=[N+]2CCS3)cc1 (stereo not given)
    i	i	-0.6
73. Cc1cc(-c2ccc(S(=O)(=O)Nc3ccc(C#N)cc3)s2)on1
    i	i	-0.1
74. CCn1c(=O)[nH]c2cc(C(=O)N3CCN(c4ccccc4)CC3)ccc2c1=O
    i	i	-0.3
75. O=c1[nH]n(-c2cccc(Cl)c2)c2ncccc12
    i	i	1.3
76. COc1ccc(/C=N/NC(=O)c2cc(C34CC5CC(CC(C5)C3)C4)[nH]n2)cc1OC
    i	i	0.2
77. CN(C)c1ccc(S(=O)(=O)c2ccc(Cl)cc2)cc1
    i	i	-2.6
78. CCCCCn1cnc2sc(CC)cc2c1=O
    i	i	-1.4
79. O=C(NCc1ccc2c(c1)OCO2)C(=O)NCC1OCCN1S(=O)(=O)c1ccccc1 (stereo not given)
    i	i	0.1
80. CCC(CC)c1nnc(NC(=O)CS(=O)(=O)c2ccccc2)s1
    i	i	-0.6
81. CCOC(=O)C1(CCCc2ccccc2)CCN(C(=O)c2cc(C)nc(C)n2)CC1
    i	i	0.7
82. CC(C)(C)NC(=O)c1cccc(NC(=O)CSc2ccccc2)c1
    i	i	-0.3
83. Cc1ccc(NC(=O)CCC(=O)N2CCOCC2)nc1
    i	i	-0.1
84. Cc1ccc(C(=O)Cc2nc3ccccc3[nH]2)cc1
    i	i	-1.0
85. COc1ccc(C(=O)Nc2oc(-c3ccccc3)c(-c3ccccc3)c2C#N)cc1OC
    i	i	-1.5
86. OCCNCc1cc(Br)ccc1OCc1ccc(Cl)cc1
    i	i	0.2
87. COc1ccccc1NC(=S)N1CCN(Cc2ccc3c(c2)OCO3)CC1
    i	i	-2.4
88. COc1ccc(-c2nnc(NC(=O)c3ccc(F)cc3)o2)cc1
    i	i	0.1
89. CCOc1ccc(N2C(=O)CC(NC3CCN(C(=O)c4ccc(F)cc4)CC3)C2=O)cc1 (stereo not given)
    i	i	-1.4
90. CCCC(=O)Oc1ccccc1C1SCc2cc(C)c(C)cc2CS1
    i	i	-0.3
91. Cc1ccccc1OCC(=O)Nc1cccc(S(=O)(=O)NC2=NCCCCC2)c1
    i	i	0.5
92. Cc1cc(N2CCOCC2)c2c(N)cc(C)c(C)c2n1
    i	i	-1.0
93. CCOC(=O)/C(C#N)=C\c1ccc(O)c(OC)c1
    i	i	5.0
94. O=c1cc(C(O)C[N+](=O)[O-])occ1OCc1ccccc1 (stereo not given)
    i	i	0.4
95. CCOC(=O)c1sc2nc(C)n(CC(=O)NCC3CCCO3)c(=O)c2c1C (stereo not given)
    i	i	-3.7
96. O=C1CCCC2=C1C(c1ccncc1)c1c(nc(SCc3ccccc3Cl)[nH]c1=O)N2 (stereo not given)
    i	i	0.1
97. O=C1C(Cl)=C(N2CCCCC2)C(=O)N1Cc1ccccc1
    i	i	1.0
98. Cc1noc(C)c1COC(=O)C1(c2cccc(F)c2)CCCC1
    i	i	-0.7
99. O=C(CCn1c(=O)c2ccccc2n(Cc2cccnc2)c1=O)NCc1ccc2c(c1)OCO2
    i	i	-0.8
100. CCCN(CCC)C(=O)c1cc(S(=O)(=O)N2CCCCC2)c[nH]1
    i	i	-0.8
101. CCCc1nn(C)c(C(=O)Nc2ccccc2)c1Cl
    i	i	0.1
102. CCOc1ccccc1NC(=O)CSc1ccc([N+](=O)[O-])cc1
    i	i	.
103. CNC(=S)N1CCN(c2ccc(OC)cc2)CC1
    i	i	-1.5
104. COC(=O)COc1ccc2c(=O)c(Oc3ccccc3Br)coc2c1
    i	i	-0.3
105. N#CC1=C(N)Oc2ccccc2C12C(=O)Nc1n[nH]c(-c3ccccc3)c12 (stereo not given)
    i	i	0.3
106. COc1ccccc1NC(=O)c1nn(-c2cccc(C(F)(F)F)c2)ccc1=O
    i	i	-0.3
107. COc1ccc(C2NC(=O)c3ccccc3N2)cc1 (stereo not given)
    i	i	-1.2
108. S=C(Nc1ccc(Br)cc1)NC1CCCC1
    i	i	-1.0
109. COC(=O)c1ccccc1NC(=O)CN(c1ccccc1)S(=O)(=O)N(C)C
    i	i	-1.6
110. CC(C)CC(NS(=O)(=O)c1ccccc1S(=O)(=O)NC(CC(C)C)C(=O)O)C(=O)O (stereo not given)
    i	i	0.1
111. COc1ccc(C2C(C(=O)N3CCCC3)c3cc(OC)c(OC)cc3C(=O)N2C)cc1OC (stereo not given)
    i	i	-1.6
